Source: PubChem
Pf apPOL inh: Pf-apPOL DNA polymerase inhibition; Recombinant Pf-apPOL, molecular beacon fluorescence, 1.5 h; inhibition, % at 10 µM; 210,000 tested, 0.25% active; AID 1794808
mHTT-CaM PPI inh: mHTT-calmodulin interaction abrogation; P42858; AlphaScreen His-mHTT/GST-CaM binding, luminescence; inhibition, % at 15 µM; 190,000 tested, 3.6% active;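 also: 0% = both proteins with DMSO and 100% = one protein alone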
Target sequence (P42858 whole entry, looked up, stated change not applied): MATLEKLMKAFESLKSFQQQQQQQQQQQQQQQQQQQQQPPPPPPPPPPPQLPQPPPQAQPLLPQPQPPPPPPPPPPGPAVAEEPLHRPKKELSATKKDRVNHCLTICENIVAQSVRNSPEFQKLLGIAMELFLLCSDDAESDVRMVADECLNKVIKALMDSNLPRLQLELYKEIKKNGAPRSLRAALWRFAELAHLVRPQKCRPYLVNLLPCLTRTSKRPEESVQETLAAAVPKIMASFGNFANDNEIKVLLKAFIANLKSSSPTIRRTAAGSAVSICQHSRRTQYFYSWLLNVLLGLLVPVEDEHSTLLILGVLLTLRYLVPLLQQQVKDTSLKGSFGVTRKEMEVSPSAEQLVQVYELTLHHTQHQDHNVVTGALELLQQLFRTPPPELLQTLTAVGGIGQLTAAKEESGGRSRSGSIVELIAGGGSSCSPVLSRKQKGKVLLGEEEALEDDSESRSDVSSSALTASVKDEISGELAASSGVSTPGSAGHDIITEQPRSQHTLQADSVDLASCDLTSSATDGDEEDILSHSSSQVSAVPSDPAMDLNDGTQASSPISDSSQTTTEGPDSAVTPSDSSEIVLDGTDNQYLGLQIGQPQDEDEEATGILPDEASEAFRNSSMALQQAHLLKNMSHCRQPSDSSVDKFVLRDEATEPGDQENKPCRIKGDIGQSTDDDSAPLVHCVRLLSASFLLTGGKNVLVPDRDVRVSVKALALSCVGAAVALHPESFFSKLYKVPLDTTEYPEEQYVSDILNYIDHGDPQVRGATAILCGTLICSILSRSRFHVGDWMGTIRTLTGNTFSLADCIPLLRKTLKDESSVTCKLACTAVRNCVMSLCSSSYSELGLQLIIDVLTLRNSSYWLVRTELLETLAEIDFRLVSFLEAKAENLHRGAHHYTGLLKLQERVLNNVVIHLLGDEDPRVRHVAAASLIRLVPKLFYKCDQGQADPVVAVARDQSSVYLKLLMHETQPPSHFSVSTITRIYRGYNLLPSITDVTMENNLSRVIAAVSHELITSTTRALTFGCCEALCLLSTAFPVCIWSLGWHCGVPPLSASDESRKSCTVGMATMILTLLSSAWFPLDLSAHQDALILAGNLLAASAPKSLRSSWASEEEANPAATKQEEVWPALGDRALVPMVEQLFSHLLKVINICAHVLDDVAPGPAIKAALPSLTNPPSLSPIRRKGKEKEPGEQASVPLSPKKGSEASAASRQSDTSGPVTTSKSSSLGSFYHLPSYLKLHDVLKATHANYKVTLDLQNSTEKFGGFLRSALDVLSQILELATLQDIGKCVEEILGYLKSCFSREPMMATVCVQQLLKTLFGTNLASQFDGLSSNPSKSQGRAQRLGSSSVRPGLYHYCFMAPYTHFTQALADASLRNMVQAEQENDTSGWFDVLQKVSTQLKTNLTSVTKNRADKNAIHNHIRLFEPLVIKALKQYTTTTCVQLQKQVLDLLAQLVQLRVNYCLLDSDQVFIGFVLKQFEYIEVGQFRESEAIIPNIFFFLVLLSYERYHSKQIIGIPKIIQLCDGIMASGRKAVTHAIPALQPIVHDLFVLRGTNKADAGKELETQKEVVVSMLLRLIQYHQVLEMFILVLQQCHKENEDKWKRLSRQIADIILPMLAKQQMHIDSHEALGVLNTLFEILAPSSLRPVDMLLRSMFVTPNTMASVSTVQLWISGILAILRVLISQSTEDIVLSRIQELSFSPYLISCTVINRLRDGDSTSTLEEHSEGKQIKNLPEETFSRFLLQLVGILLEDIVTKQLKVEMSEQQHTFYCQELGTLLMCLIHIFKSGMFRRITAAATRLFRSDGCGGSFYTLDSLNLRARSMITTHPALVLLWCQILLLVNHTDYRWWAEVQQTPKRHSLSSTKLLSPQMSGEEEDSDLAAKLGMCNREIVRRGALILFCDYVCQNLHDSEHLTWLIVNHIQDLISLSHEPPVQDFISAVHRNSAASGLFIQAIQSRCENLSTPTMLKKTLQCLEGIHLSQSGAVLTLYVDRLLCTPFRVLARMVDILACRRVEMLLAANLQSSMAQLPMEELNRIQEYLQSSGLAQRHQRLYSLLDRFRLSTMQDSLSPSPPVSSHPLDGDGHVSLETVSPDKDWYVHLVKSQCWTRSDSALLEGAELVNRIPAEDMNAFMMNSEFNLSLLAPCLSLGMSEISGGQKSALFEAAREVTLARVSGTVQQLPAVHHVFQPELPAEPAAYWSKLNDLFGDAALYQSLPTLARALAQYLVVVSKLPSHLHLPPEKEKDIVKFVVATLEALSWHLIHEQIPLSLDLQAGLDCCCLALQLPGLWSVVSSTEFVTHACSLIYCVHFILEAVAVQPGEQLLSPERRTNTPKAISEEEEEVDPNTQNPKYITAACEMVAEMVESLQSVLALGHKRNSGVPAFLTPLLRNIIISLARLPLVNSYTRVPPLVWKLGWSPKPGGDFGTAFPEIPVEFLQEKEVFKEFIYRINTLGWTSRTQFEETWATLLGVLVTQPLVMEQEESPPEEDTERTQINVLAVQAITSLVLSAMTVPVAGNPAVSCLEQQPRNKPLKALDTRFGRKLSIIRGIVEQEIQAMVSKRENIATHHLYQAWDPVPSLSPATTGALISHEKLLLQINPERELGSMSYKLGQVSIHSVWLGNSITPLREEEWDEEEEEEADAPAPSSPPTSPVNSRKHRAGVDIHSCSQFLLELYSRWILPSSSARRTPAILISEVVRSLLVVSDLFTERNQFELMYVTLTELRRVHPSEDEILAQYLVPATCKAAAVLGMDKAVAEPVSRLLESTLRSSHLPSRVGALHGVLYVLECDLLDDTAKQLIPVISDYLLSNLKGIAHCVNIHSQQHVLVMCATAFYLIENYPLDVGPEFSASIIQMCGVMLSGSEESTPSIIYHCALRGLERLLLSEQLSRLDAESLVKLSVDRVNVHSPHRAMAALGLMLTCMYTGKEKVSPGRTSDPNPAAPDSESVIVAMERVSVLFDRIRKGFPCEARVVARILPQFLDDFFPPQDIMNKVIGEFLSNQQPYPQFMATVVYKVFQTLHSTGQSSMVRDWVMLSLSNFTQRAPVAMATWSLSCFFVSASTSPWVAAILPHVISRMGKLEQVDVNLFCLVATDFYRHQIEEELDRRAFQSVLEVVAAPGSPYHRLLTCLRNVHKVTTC
Numbers without * were called inactive; i = inactive; . = no result given; & = joins results of further samples. Rule as the data show it: active = inhibition above about 50%; inactive = the rest.

SMILES | Pf apPOL inh | mHTT-CaM PPI inh
CCOC(=O)c1cnc2nc(C)ccc2c1Nc1ccc(F)c(F)c1 | -4 | 34
CN1C(=O)C(C)(C(=O)NCc2cccs2)Oc2cccnc21 (stereo unspecified) | 5 | -2
Nc1nc(Oc2ccc(F)cc2)c(I)c(=O)[nH]1 | -5 | -3
COc1ccccc1N(CC(=O)NCc1ccc(Cl)cc1)S(C)(=O)=O | -1 | -2
COc1cc2c(cc1OC)C(COc1ccc3c(C)cc(=O)oc3c1)N(C(=S)Nc1ccccc1)CC2 (stereo unspecified) | 5 | 13
COc1ccc(Br)cc1/C=C1\N=C(c2ccc(OC)c([N+](=O)[O-])c2)OC1=O | -5 | 15
C#CCOc1cccc(/C=N/N=C(\N)c2nonc2N)c1 | . | i
O=C(Nc1ccccc1Br)c1cc(S(=O)(=O)NC2CCCCC2)ccc1F | -3 | -13
COc1ccc(CNC(=O)C2CCCN(S(=O)(=O)N3CCC(C)CC3)C2)c(OC)c1 (stereo unspecified) | -10 | 10
O=C(NCC1c2ccccc2CCN1C(=O)CN1C(=O)c2ccccc2C1=O)C1CCCCC1 (stereo unspecified) | -3 | 12
O=C1C2C3C=CC(C3=C3CCCC3)C2C(=O)N1c1cccc(Cl)c1 (stereo unspecified) | -2 | -3
COc1ccc(OCc2nc3ccccc3n2CCCOc2ccccc2)cc1 | 0 | 26
COc1cccc(-n2c(C)c3c(C)nnc(C)c3c2C)c1 | 5 | 11
Cc1sc(NC(=O)c2ccccc2)c(C(=O)NCCCO)c1C | -9 | 5
CCOc1ccc(C2C(C(=O)c3cccs3)=C(O)C(=O)N2CCCN2CCOCC2)cc1 (stereo unspecified) | -4 | 0
O=C(Nc1ccc2c(c1)OCO2)C(Cl)Cl | 4 | 2
COc1cc(NC(=O)Nc2cccc(OC)c2OC)ccc1N1CCCCC1=O | -6 | -2
O=C(c1ccc(Cl)s1)N1CCCN(C2CCN(CC3CC3)C2=O)CC1 (stereo unspecified) | 10 | 14
CCCCNC(=O)CCC(=O)N1CCCn2nc(-c3cn(C)c4ccccc34)cc21 | 2 | 22
CCc1nnc(NS(=O)(=O)c2ccc(N=Cc3ccc([N+](=O)[O-])cc3)cc2)s1 | -10 | 6
COC(=O)c1sccc1NC(=S)Nc1ccsc1C(=O)OC | 3&-1 | .
Cc1cccc(OCCNCCO)c1C | -6 | -6
CCN(CC)c1nc2c(c(=O)[nH]c(=O)n2C)n1CC | 2 | 3
CCOc1ccccc1NC(=O)N1CCC2(CC1)NC(=O)c1ccc(Cl)cc1N2 | 0 | -6
C=CCSc1nc2c(c(-c3ccc(C)o3)c1C#N)CCCC2 | -24 | -24
SMILES | Pf apPOL inh | mHTT-CaM PPI inh
Cc1ccc(NC(=O)COc2ccc(C=O)cc2)cc1 | -2 | 2
NS(=O)(=O)c1ccc(NC(=O)CCCOc2ccccc2)cc1 | 3 | -1
COCCNC(=O)CN(c1cc(C(F)(F)F)ccc1Cl)S(=O)(=O)c1ccccc1 | -3 | 4
CCCNC(=O)C1COC2(CCCCC2)N1C(=O)c1ccccc1C (stereo unspecified) | -5 | -2
COc1ccc(C(=O)CSc2nnc(-c3cccnc3)o2)cc1 | 4 | -3
O=C(NCCO)C(=O)Nc1nc(C23CC4CC(CC(C4)C2)C3)cs1 | -5 | 9
Cc1ccc(CNC(=O)c2ccc3c(c2)CC(=O)N3C)o1 | 3 | 4
CCc1ccc(C(C)NC(=O)c2cc(C)oc2C)cc1 (stereo unspecified) | -4 | 6
Cn1nc(-c2ccccc2)cc1C(=O)NC1CCCc2ccccc21 (stereo unspecified) | -5 | -33
Cc1cc(=O)oc2cc(NS(=O)(=O)c3cccc4nonc34)ccc12 | 7 | .
NS(=O)(=O)c1ccc(NNC(=O)CC2(CC(=O)O)CCCC2)cc1 | -2&-8 | .
Cc1ccnc(N(C(=O)Nc2ccc(Cl)cc2)C2=NCC(C)S2)c1 (stereo unspecified) | 8 | .
Cc1ccc(Cl)cc1NC(=O)C(=O)NCC1CCN(C(=O)Nc2ccc(F)cc2)CC1 | -3 | -16
CC(C)Nc1nc(-c2ccccc2Cl)nc2ccccc12 | 1 | 16
C=CCc1ccc(O)c(-c2ccc(O)c(CC=C)c2)c1 | -12 | .
O=C1C(=Cc2ccc(-c3ccc(Cl)c([N+](=O)[O-])c3)o2)C(=O)c2ccccc21 | -22 | 9
Cc1ccccc1CNC(=O)C1(C)CCCN(C(=O)COc2ccc(F)cc2)C1 (stereo unspecified) | 5 | 7
CCOC(=O)c1cnc2ccc(C(F)(F)F)cn2c1=O | -4 | .
Cc1cc(N(C)C)cc(C)[n+]1OC(=O)N1CCCCC1 | 2 | -10
COc1cc(C(=O)N2CCC(CC(=O)NC3CC3)CC2)cc(OC)c1OC | -6 | -5
CC(=O)NC(CCS(C)(=O)=O)C(=O)Nc1ccc(F)cc1Cl (stereo unspecified) | 0 | -3
O=C1CC(NCc2ccccc2)C(=O)N1c1ccc(Br)cc1 (stereo unspecified) | -4 | 1
COc1cccc(-c2cc(C3CCN(S(=O)(=O)c4cc(F)cc(F)c4)CC3)[nH]n2)c1 | 0 | 3
COC(=O)c1cccc(NC(=O)N2CC3CC2CC3NC(=O)c2cccs2)c1 (stereo unspecified) | 0 | 0
CN(C)c1ccc(/C=C2/N=C(c3cccc(Cl)c3)OC2=O)cc1 | 2 | 15

Given tab-delimited: part of the list above
Molecule	Pf apPOL inh	mHTT-CaM PPI inh
NS(=O)(=O)c1ccc(NC(=O)CCCOc2ccccc2)cc1	3	-1
COCCNC(=O)CN(c1cc(C(F)(F)F)ccc1Cl)S(=O)(=O)c1ccccc1	-3	4
CCCNC(=O)C1COC2(CCCCC2)N1C(=O)c1ccccc1C (stereo unspecified)	-5	-2
COc1ccc(C(=O)CSc2nnc(-c3cccnc3)o2)cc1	4	-3
O=C(NCCO)C(=O)Nc1nc(C23CC4CC(CC(C4)C2)C3)cs1	-5	9
Cc1ccc(CNC(=O)c2ccc3c(c2)CC(=O)N3C)o1	3	4
CCc1ccc(C(C)NC(=O)c2cc(C)oc2C)cc1 (stereo unspecified)	-4	6
Cn1nc(-c2ccccc2)cc1C(=O)NC1CCCc2ccccc21 (stereo unspecified)	-5	-33
Cc1cc(=O)oc2cc(NS(=O)(=O)c3cccc4nonc34)ccc12	7	.
NS(=O)(=O)c1ccc(NNC(=O)CC2(CC(=O)O)CCCC2)cc1	-2&-8	.
Cc1ccnc(N(C(=O)Nc2ccc(Cl)cc2)C2=NCC(C)S2)c1 (stereo unspecified)	8	.
Cc1ccc(Cl)cc1NC(=O)C(=O)NCC1CCN(C(=O)Nc2ccc(F)cc2)CC1	-3	-16
CC(C)Nc1nc(-c2ccccc2Cl)nc2ccccc12	1	16
C=CCc1ccc(O)c(-c2ccc(O)c(CC=C)c2)c1	-12	.
O=C1C(=Cc2ccc(-c3ccc(Cl)c([N+](=O)[O-])c3)o2)C(=O)c2ccccc21	-22	9
Cc1ccccc1CNC(=O)C1(C)CCCN(C(=O)COc2ccc(F)cc2)C1 (stereo unspecified)	5	7

Additional results follow:
SMILES | Pf apPOL inh | mHTT-CaM PPI inh
Fc1ccc(C2C=C(c3ccc(Cl)cc3)Nc3nnnn32)cc1 (stereo unspecified) | -4 | -15
Cc1ccc(N2C(=O)C3C4c5ccccc5C(CO)(c5ccccc54)C3C2=O)cc1[N+](=O)[O-] (stereo unspecified) | 5 | 27
Oc1ccc(Br)cc1CNc1ccc(F)cc1 | 3 | .
COc1cc(C2=NOC(C(=O)NC(C)(C)C)C2)cc(OC)c1OC (stereo unspecified) | -5 | -7
COc1cccc(C(=O)N2CCN(Cc3ccncc3)CC2)c1 | 0 | -4
CNC(=O)N1CCCC(c2cccc(C(=O)N3CCCCCC3)c2)C1 (stereo unspecified) | -6 | 7
COc1ccc2c(c1)CN(c1ccc(C)cc1C)CO2 | 0 | -9
Cc1ccc(/C=C2\N=C(c3ccc(Cl)cc3Cl)OC2=O)o1 | -1 | 3
NS(=O)(=O)c1ccc(NC(=O)Cc2csc(Nc3ccccn3)n2)cc1 | -7 | 33
CCOc1ccc(CCN2C(=O)CC(C(N)=O)SC2=Nc2ccc(F)cc2)cc1OCC (stereo unspecified) | -5 | 40
O=C(Nc1nnc(-c2ccno2)o1)c1ccc2ncsc2c1 | 57* | 90*
COc1ccc(C(=O)Nc2ccc(-n3nncc3C(C)(C)C)cc2)cc1 | -7 | 6
O=C(NCc1ccccn1)c1ccn2c(-c3ccccc3)nnc2c1 | -9 | 6
CC(Cl)C(=O)N1CCC2(CC1)SCC(=O)N2c1ccc(F)cc1 (stereo unspecified) | 2 | 0
CC1CN(Cc2ccccc2F)CC(C)O1 (stereo unspecified) | -6 | -5
Cc1ccc(C)c(NC(=O)CSc2nc3c(c(=O)n2-c2ccccc2)SCC3)c1 | -2 | 5
CCCn1c(C2CCN(C(=O)NCc3ccco3)C2)nc2cccnc21 (stereo unspecified) | 4 | 16
Cn1c(-c2ccccc2)c(Sc2ccccc2)c2cc(-c3ccc4cc[nH]c4c3)ccc21 | -8 | 25
O=C(CSc1n[nH]c(-c2ccco2)n1)c1cccc([N+](=O)[O-])c1 | -4 | 13
CC(c1ccccc1)N1C(=O)CCC1(C)C(=O)NC1CCCCCC1 (stereo unspecified) | -15 | -6
CC1CCCC(NC(=O)C2c3ccccc3C(=O)N2Cc2ccccc2Cl)C1C (stereo unspecified) | 0 | 0
COc1ccc(Cn2cnc3c2c(=O)n(C)c(=O)n3C)cc1 | -13 | .
COc1ccccc1-c1nnc(NC(=O)c2ccc(S(=O)(=O)N3CCCC3)cc2)o1 | -16 | 10
CCOc1ccccc1NC(=O)c1ccc(C)cc1 | -4 | -1
CC(C)c1ccc(C2C(C#N)=C(N)Oc3c2oc(CO)cc3=O)cc1 (stereo unspecified) | -3 | 11
SMILES | Pf apPOL inh | mHTT-CaM PPI inh
O=C(NCCCn1cccn1)C1CCCN(c2nnc3c(Cl)cccn23)C1 (stereo unspecified) | -1 | -1
CN1CCN(CC(=O)N2c3ccccc3C(C)(c3ccccc3)CC2(C)C)CC1 (stereo unspecified) | -1 | 6
CCc1ccc(C2CCC(C(=O)N3CCOCC3)CN2C(=O)COC)cc1 (stereo unspecified) | 0 | 6
CCOc1ccc(NS(=O)(=O)c2ccc(N=Cc3cccc(OC)c3O)cc2)cc1 | 4 | 2
CN(C1CCCCC1)S(=O)(=O)c1ccc(F)c(C(=O)Nc2cccc(Cl)c2)c1 | -1 | -6
COc1ccccc1NC(=O)C1(C)Oc2cccnc2N(C)C1=O (stereo unspecified) | -4 | -5
O=C(NC1CCCCCC1)C1CCCN(c2nc3ccccc3o2)C1 (stereo unspecified) | -12 | 9
CN1CCN(CCNC(=O)C2CCN(c3ncnc4c3nc3n4CCCCC3)CC2)CC1 | -6 | 2
CCOC(=O)Oc1ccc2c(=O)c(-c3ccccc3OC)coc2c1 | -4&-11 | 35&8
CCCc1ccc(OCC(O)CN2CCCC2)cc1 (stereo unspecified) | -1 | -3
CCCNc1cc(N2CCCC(CCC(=O)NC3CC3)C2)ncn1 (stereo unspecified) | -3 | -5
COc1ccc(C(=O)N2CCC(Nc3cccnc3)C2)c(OC)n1 (stereo unspecified) | 3 | 4
CCOC(=O)c1c(C(C)(C)C)oc2ccc(OC(=O)c3ccc([N+](=O)[O-])cc3)cc12 | 2 | 12
O=C(C1CCN(S(=O)(=O)c2ccccc2)CC1)N1CCCCCC1 | -1 | -9
C=CCN(c1ccccc1)S(=O)(=O)c1ccc2[nH]cc(C(=O)NCc3ccccc3)c(=O)c2c1 | -8 | 2
COc1ccccc1N1CCN(C(=O)C(C)Oc2ccccc2F)CC1 (stereo unspecified) | -1 | 3
Cc1ccccc1C(=O)O[C@H]1[C@H](Cc2ccccc2)NS(=O)(=O)[C@H]2CC3C=C[C@]12O3 | -10 | 33
Cc1nc(-c2ccc(N3CCN(C(=O)COc4ccccc4F)CC3)nc2)no1 | -4 | -11
O=C(Nc1ccccc1)n1nnc(C2CN(Cc3ccccc3)CN(Cc3ccccc3)C2)n1 | -3 | .
O=C(Nc1ccccc1)OCCN1C(=O)CCC12CCC(c1ccccc1)CC2 (stereo unspecified) | 0 | 3
CCc1ccc2oc(=O)cc(-c3cc4cccc(OC)c4o3)c2c1 | -7 | -4
Nc1ccccc1-c1nc(-c2ccccc2)nc2ccccc12 | 1 | 18
CCOc1cccc2cc(C(N)=O)c(=Nc3ccccc3OC)oc12 | 0 | 9
Cc1ccccc1CNC(=O)c1c(C)sc2c(=O)n(C3CC3)cnc12 | 1 | 1
COc1ccc([N+](=O)[O-])c(OC)c1C(=O)NCCCn1ccnc1 | 4 | .
SMILES | Pf apPOL inh | mHTT-CaM PPI inh
Cc1cccc(C(=O)n2nc(C)c(Sc3ccc([N+](=O)[O-])cc3)c2C)c1 | 1 | 32
O=C(C1CCN(c2ccc(Br)cc2)C1=O)N1CCCC1 (stereo unspecified) | -9 | -1
Cc1ccc(N2C(=O)C3C4CC(C3C2=O)C2C4N=NN2c2ccccc2[N+](=O)[O-])cc1 (stereo unspecified) | -1 | 30
O=c1c2c(ncn2Cc2ccccc2F)n(-c2ccccc2)c(=O)n1CC1CC1 | -1 | 13
O=c1cccnn1CCCNS(=O)(=O)c1ccc2c(c1)OCCO2 | -6 | -16
COc1ccc(CNC(=O)CC2CCN(C(=O)c3[nH]c(C)cc3C)CC2)cc1 | -2 | 14
Oc1oc(-c2ccccc2)nc1C=Nc1ccc(Br)cc1 | -4 | 3
Cc1sc2c(c1C)C(O)=C(C(=O)Nc1ccccc1)S(=O)(=O)N2C | 6 | .
O=C(C1CCCO1)N1CCN(c2ncnc3c2CCC3)CC1 (stereo unspecified) | -5 | -12
Cc1ccnc(SCC(=O)N2c3ccccc3CCc3ccccc32)n1 | 1 | 7
S=C(Nc1ccc(N2CCOCC2)nc1)Nc1cc(Cl)ccc1Cl | -6 | .
CC(C)C(=O)Nc1ccc(O)c(-c2nc3ccccc3s2)c1 | -6 | 0
Cc1ccc(CNC(=O)Cc2c[nH]c3ncccc23)cc1C | -1 | -11
N#Cc1ccc(-c2cccnc2)nc1SCC(=O)c1ccccc1 | -1 | -16
COc1ccc2c(c1OC)C(=O)OC2Nc1ccc(I)cc1 (stereo unspecified) | 2 | -1

Look-ups from the entries so far:
`O=c1c2c(ncn2Cc2ccccc2F)n(-c2ccccc2)c(=O)n1CC1CC1` @ Pf apPOL inh = -1
`Cc1cccc(C(=O)n2nc(C)c(Sc3ccc([N+](=O)[O-])cc3)c2C)c1` @ mHTT-CaM PPI inh = 32

A portion of the library (hit frequency here may not be typical).
